PKA-R2B act = activators of human PKA-R2B complex; 340,000 compounds, 0.079% hits; PKA-R2B holoenzyme dissociation, Cy5-IP20 fluorescence polarization; R2B truncated from residue 108, S112A mutant; 0% DMSO only, 100% 113 µM cGMP; P22694+P31323; activation, % at 11.4 µM; AID 504700;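 active = activation above a cutoff set at the mean over all compounds plus 3 SD, cut at about 18% in these data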;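 note: higher means more holoenzyme dissociation and a rise in polarization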
C-LANA FP = inhibitors of KSHV LANA C-terminal domain DNA binding; MBP-C-LANA/FAM-LBS DNA binding, fluorescence polarization; inhibition, % at 9 µM; 340,000 compounds, 0.078% hits; AID 504423;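 active = highest replicate inhibition at or above 60% at 9 µM, even if other replicates fall short; inactive = all replicates below 60% inhibition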;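 note: 0% = neutral control wells and 100% = 4 µM acridine orange control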
SR-BI uptake up = SR-BI HDL lipid transfer activation; CHO ldlA[mSR-BI] cells, DiI-HDL uptake fluorescence, 3 h; 100 = double the neutral-control signal; activation, % at 12.5 µM; 320,000 compounds, 0.096% hits; AID 504775;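 active = mean replicate activation of at least 60% and every replicate at or above 60%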;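 note: 0% = median plate neutral-control signal and 100% = twice that signal; values of inactives mirror those of a sister screen read the other way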
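Assay system: LDL receptor-deficient CHO ldlA cells overexpressing murine SR-BI / Medium: BSA-supplemented, HEPES-buffered Ham's F12, pH 7.4 / Probe or stimulus: DiI-labelled HDL at 10 µg/mL final / Timing: compound with DiI-HDL co-incubation, 3 h at 37 °C / Technique: bottom-read cell fluorescence after medium removal, ex 550/em 595 nm / Measure: HDL uptake via cellular fluorescence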
NSD2 inh = inhibitors of human histone methyltransferase NSD2; O96028; NSD2 peptide methylation, AlphaScreen, 120 min; inhibition, % at 12.5 µM; 310,000 compounds, 0.54% hits; in the data active = inhibition above about 50%
Target sequence (O96028 whole entry, looked up): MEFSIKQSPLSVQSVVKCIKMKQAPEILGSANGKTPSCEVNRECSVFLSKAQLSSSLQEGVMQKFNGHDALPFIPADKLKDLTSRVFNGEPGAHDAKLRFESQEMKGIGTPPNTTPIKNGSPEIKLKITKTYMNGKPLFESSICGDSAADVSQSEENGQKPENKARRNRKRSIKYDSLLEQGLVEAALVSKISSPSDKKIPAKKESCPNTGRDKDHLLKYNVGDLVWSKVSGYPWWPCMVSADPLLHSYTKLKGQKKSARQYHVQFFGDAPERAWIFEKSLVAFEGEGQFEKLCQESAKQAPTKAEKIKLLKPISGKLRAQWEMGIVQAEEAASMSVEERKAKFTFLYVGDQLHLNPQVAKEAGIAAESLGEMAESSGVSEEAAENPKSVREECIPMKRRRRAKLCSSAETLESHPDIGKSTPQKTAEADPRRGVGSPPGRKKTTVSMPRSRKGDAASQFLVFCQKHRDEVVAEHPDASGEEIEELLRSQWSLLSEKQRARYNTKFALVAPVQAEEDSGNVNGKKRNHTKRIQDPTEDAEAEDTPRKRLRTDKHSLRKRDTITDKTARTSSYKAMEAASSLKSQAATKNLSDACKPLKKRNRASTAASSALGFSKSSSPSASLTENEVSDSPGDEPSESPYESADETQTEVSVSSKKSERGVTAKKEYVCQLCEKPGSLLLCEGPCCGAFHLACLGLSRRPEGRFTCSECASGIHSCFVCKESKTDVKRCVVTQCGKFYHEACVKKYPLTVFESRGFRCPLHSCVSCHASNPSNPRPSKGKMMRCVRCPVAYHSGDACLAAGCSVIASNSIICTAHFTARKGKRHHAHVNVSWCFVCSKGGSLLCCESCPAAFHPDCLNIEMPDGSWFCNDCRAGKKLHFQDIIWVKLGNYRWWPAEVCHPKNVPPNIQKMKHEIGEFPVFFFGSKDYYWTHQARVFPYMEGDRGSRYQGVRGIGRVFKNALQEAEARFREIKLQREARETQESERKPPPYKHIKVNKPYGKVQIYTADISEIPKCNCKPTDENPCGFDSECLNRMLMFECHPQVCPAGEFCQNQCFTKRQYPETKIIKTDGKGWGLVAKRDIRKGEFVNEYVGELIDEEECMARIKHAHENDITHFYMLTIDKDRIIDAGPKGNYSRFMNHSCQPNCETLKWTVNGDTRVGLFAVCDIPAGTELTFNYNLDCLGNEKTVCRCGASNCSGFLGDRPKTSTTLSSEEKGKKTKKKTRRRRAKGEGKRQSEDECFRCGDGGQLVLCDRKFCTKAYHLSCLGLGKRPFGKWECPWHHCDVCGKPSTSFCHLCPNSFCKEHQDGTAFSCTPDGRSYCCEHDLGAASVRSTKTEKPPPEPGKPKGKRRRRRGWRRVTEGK
SR-BI DiI inh = blocks mouse SR-BI lipid uptake from DiI-HDL | 320,000 compounds, 0.96% hits | inhibition, % at 12.5 µM | ldlA[mSR-BI] CHO cells, DiI-HDL uptake fluorescence, 3 h | Q61009;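 active = mean replicate inhibition of at least 70% and a set share of replicates each scoring 70 or more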;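 note: 0% = median of neutral control wells and 100% = median of positive control wells; values of inactives mirror those of a sister screen read the other way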
RTF Ca sens inh = cardiac RTF calcium desensitization; IANBD-labeled cardiac RTF, Ca2+ fluorescence; inhibition, % at 7.15 µM; 340,000 compounds, 0.12% hits; AID 493244;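 active = inhibition above the mean inhibition of all tested compounds plus 3 SD, cut at about 17% in these data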;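 note: assay run at fixed EC70 calcium of 1.6 mM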
DAGLB inhibitor = diacylglycerol lipase beta (human) inhibition; Q8NCG7; HEK293T DAGLB membrane lysate, EnzChek fluorogenic substrate; inhibition, % at 5.17 µM; 340,000 compounds, 0.059% hits; AID 504411; in the data active = inhibition above about 34%;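 note: 0% = enzyme with vehicle and 100% = wells lacking enzyme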
Arr AP2 block = inhibitors of human beta-arrestin and AP2 interaction; FITC-arrestin peptide / GST-AP2 beads, flow cytometry; AP2 beta2 appendage carries R879A mutation; inhibition, % at 10 µM; 340,000 compounds, 0.31% hits; AID 504490;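 active = inhibition above a set limit, near 3 SD of compounds lacking own fluorescence, cut at about 54% in these data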;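 note: plate controls were DMSO wells for no effect and 5 µM unlabelled arrestin peptide for full effect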
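Assay system: GST-AP2 R879A bound to glutathione beads, E. coli-expressed; Medium: PBS with 0.05% Tween 20 and 0.1% BSA; Also added: fluorescein-tagged arrestin peptide at 50 nM final; Timing: 12 min plus 1 h, RT; Measured by: flow cytometry, FL1 (488/535 nm); Evaluation: percent drop in bead-associated FITC signal.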
PvdQ acylase = blocks Pseudomonas aeruginosa PvdQ acylase activity; 340,000 compounds, 0.063% hits; inhibition, % at 10 µM; AID 488965; purified PvdQ acylase, fluorescence plate reader; in the data active = inhibition above about 30%, passing the limit was not always enough;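 note: 0% = vehicle neutral wells and 100% = reference inhibitor wells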
Keap1-Nrf2 PPI = Keap1-Nrf2 (human) interaction inhibition; AID 504523; Q14145; Keap1 Kelch-Nrf2 peptide fluorescence polarization, 1536-well; inhibition, % at 9.4 µM; 340,000 compounds, 0.15% hits; in the data active = inhibition above about 12%;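 note: human Keap1 Kelch domain with fluorescein labeled Nrf2 9mer peptide probe; 0% = neutral control wells and 100% = peptide positive control; higher means more block of Keap1 binding to Nrf2 peptide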
* marks the source's active call; other numbers are inactive results; / = no result given. Random draw from the library; 2.1% or so of the library scored in one or more.

Molecule	PKA-R2B act	C-LANA FP	SR-BI uptake up	NSD2 inh	SR-BI DiI inh	RTF Ca sens inh	DAGLB inhibitor	Arr AP2 block	PvdQ acylase	Keap1-Nrf2 PPI
Cc1ccc(SCC(=O)Nc2ccc3c(c2)C(=O)NC3=O)cc1	/	1.5	4	-2	-4	/	/	-12	-18	1
CC(C)COc1ccc(C/C(N)=N/n2cnnc2)cc1	0	-1.2	11	-3	-11	-15	1	3	-1	3
Cc1cc(C)n(C2CC(=O)N(c3cc(Cl)cc(Cl)c3)C2=O)n1 (centres undefined)	1	-3.2	-3	-1	3	-1	0	-21	-11	1
Cc1nnc(SCC(=O)NC(C)(C)C)n1CCc1ccccc1	-1	-0.7	-5	-6	5	-3	1	4	10	1
COc1ccc(CNC(=O)COC(=O)C(CCSC)N2C(=O)c3ccccc3C2=O)cc1 (centres undefined)	-1	-1.2	-16	-2	16	1	-4	35	-5	0
COc1cc(NC(=O)c2ccccc2)c(OC)cc1NC(=O)Cc1ccc(C)cc1	1	1.7	-52	4	52	-1	-1	8	-7	-2
Cc1cccc(NC(=O)CN(C)C(C)C(=O)Nc2ccc(S(=O)(=O)N3CCCC3)cc2)c1C (centres undefined)	3	-0.4	-49	-1	49	0	1	4	-6	1
CCOc1ccc(C(=O)c2cc3ccc(O)cc3oc2=O)cc1	-2	0.0	3	-1	-3	-8	0	16	-8	6
N=c1c2c(n(Cc3cccc(Cl)c3)c3c1CCC3)CCCC2	-4	-0.4	-2	/	2	-8	3	-1	-14	-5
CN1CCN(CCc2nc3cc(NC(=O)c4ccco4)ccc3n2C)CC1	2	-2.4	0	10	0	-1	0	-4	-11	-1
O=C(O)c1ccc(C=NNC(=O)c2cccc3ccccc23)cc1	1	-0.8	5	-3	-5	-5	0	0	-10	-5
CCc1ccc(N2CC(C(=O)Nc3ccc(S(=O)(=O)N4CCOCC4)cc3)CC2=O)cc1 (centres undefined)	2	-0.9	-9	-2	9	-8	-3	21	4	-1
CCOC(=O)c1c(C)[nH]c(C)c1C(=O)COC(=O)CCOc1ccccc1OC	7	-1.4	-10	5	10	4	1	0	-10	2
O=C(O)c1cccc2c1C(=O)c1cc(Br)ccc1S2(=O)=O	2	0.8	-3	/	3	-13	-2	6	-7	-10
Cc1cccc(NC(=S)N2CCC(C(=O)c3ccc(F)cc3)CC2)c1	4	-0.4	-14	-5	14	-6	2	10	-5	2
Cc1nn(C(C)CC(=O)O)c(C)c1C (centres undefined)	-3	-0.1	35	-1	-35	-1	1	2	-4	-2
O=C(CCC1CCCC1)N=C1SC2CS(=O)(=O)CC2N1Cc1ccccc1 (centres undefined)	13	-1.2	2	2	-2	-3	-3	-3	-11	-3
CCN(CC)S(=O)(=O)c1ccc(N2CCOCC2)c(NC(=O)CNCCc2ccccc2)c1	-3	1.5	/	-2	/	1	3	18	6	2
Cc1cccn2c(=O)c(/C=C(\C#N)C(=O)NC3CCS(=O)(=O)C3)c(N3CC(C)OC(C)C3)nc12 (centres undefined)	-8	1.7	17	2	-17	-2	2	0	-9	6
O=C(Cn1cnc2c(cnn2-c2ccccc2Cl)c1=O)N1CCc2ccccc21	-7	-1.7	11	-9	-11	-9	-1	1	-21	-6
CSc1cc(SC)ncn1	-10	-2.6	9	-3	-9	-2	-1	1	-5	3
CCC(=O)c1ccc(OCC(O)CNC2CCCC2)cc1 (centres undefined)	1	0.1	32	0	-32	3	-2	-7	-12	2
CC(C)CC(NC(=O)C(NC(=O)C1CCC(=O)N1C(=O)OCc1ccccc1)C(C)C)C(=O)N1CCCC1C(N)=O (centres undefined)	-7	-0.3	/	-3	/	-2	1	1	-6	-3
Cc1ccc(C)c(OCc2cc(C(=O)N(C)Cc3nccs3)no2)c1	-3	0.7	-8	-3	8	-2	0	21	4	-3
Cc1cc(OCCN2CCN(S(=O)(=O)c3ccccc3F)CC2)ccc1C(C)C	2	-1.3	-2	8	2	-3	-10	16	-6	-5
Cc1ccc(NC(=O)CNCc2ccc(Cl)cc2Cl)cc1S(=O)(=O)N(C)C	-2	1.8	-16	-2	16	1	-4	7	-8	-4
CCOC(=O)c1ccc(Oc2nc(SC)nc(N(C)C)n2)cc1	4	-1.1	-26	17	26	2	-8	-4	-5	-8
CC(C)Cn1cnc2c(c1=N)C(c1ccccc1)C1=C(CC(C)(C)CC1=O)O2 (centres undefined)	-4	0.6	-3	2	3	5	-3	-14	-8	4
Cc1nn(Cc2c(F)c(F)c(F)c(F)c2F)c(C)c1NC(=O)c1cccc(COc2ccccc2Cl)c1	-4	-0.2	-59	-1	59	-10	-3	3	-14	6
COCCNC(=O)c1ccc(C2SCC(=O)N2Cc2ccco2)cc1 (centres undefined)	-8	1.1	-26	-1	26	-5	1	6	-7	-7
Cc1cc(Nc2ccc(F)cc2C)n2nc(C)nc2n1	2	2.1	16	/	-16	2	0	12	15	-1
COc1ccc(C(=O)NC2CCN(C(=S)Nc3cccc(C)c3C)CC2)cc1	-1	0.3	-18	0	18	-3	-1	-5	-14	-4
CCCc1[nH]nc2c1C(c1ccc(OCCN3CCOCC3)c(OCC)c1)C(C#N)=C(N)O2 (centres undefined)	-15	1.2	-42	-7	42	-11	-5	-6	-15	-4
CN(CC(=O)Nc1ccccc1C(F)(F)F)C(=O)C1CCN(C(=O)c2ccc(Cl)cc2)CC1	-9	0.8	0	2	0	-6	-1	12	-8	0
COc1ccc(CC(=O)N2CCc3ccccc3C2)cc1	8	-1.0	-1	-4	1	-1	-5	31	13	-2
O=c1[nH]c2ccsc2c(=O)n1-c1ccc(F)cc1	-6	1.3	3	-3	-3	-6	-2	-11	10	5
CC(C)C(=O)Nc1ccc(C(=O)Nc2ccc(S(=O)(=O)N3CCOCC3)cc2)cc1	6	-0.2	-33	7	33	-1	-3	35	-1	0
O=C(Nn1cnnc1)c1cc(-c2ccccn2)nc2ccccc12	3	1.3	-2	2	2	4	1	1	-8	-7
COc1ccc(N(Cc2cc3ccccc3[nH]c2=O)S(C)(=O)=O)cc1	-9	0.3	2	-4	-2	5	-1	27	5	2
Cn1cc(S(=O)(=O)Nc2ccc(F)cc2F)c(=O)n(C)c1=O	3	-0.1	17	/	-17	-5	-1	9	11	2
CC(C)(C)c1ccc(C(=O)OCCNC(=O)c2c(Cl)nc3ccccn23)cc1	2	-0.9	25	-1	-25	-1	-6	25	2	-1
Cc1ccc(NC(=O)C2CCCN(S(=O)(=O)c3ccc4[nH]c(=O)ccc4c3)C2)cc1C (centres undefined)	-5	-2.0	-15	/	15	-4	-1	17	2	-5
CC1CCc2c(sc3ncn(CC(=O)N=Nc4c(O)[nH]c5ccccc45)c(=O)c23)C1 (centres undefined)	-2	-2.5	/	0	/	-8	2	-6	5	3
COC(=O)[C@]1(Cc2ccccc2)N[C@H](CN(C)C(=O)Nc2ccc(F)cc2)[C@@H]2C(=O)N(Cc3ccccc3)C(=O)[C@@H]21	-1	0.1	-10	/	10	-5	1	1	-3	-1
Cc1ccc(S(=O)(=O)N2[C@@H](c3cccc(Cl)c3)C(C(=O)O)=CC[C@H]2c2cccc(Cl)c2)cc1	1	1.5	16	/	-16	-7	1	28	3	5
CS(=O)(=O)c1ccc(NC(=O)C2CCCN(C(=O)c3ccc(Cl)cc3)C2)cc1 (centres undefined)	2	1.1	-6	-1	6	2	-1	1	-2	-5
Cc1ccc(Nc2nc(N)nc(CC#N)n2)cc1	0	-0.5	8	0	-8	-4	1	-5	-4	0
CCOC(=O)c1c(N2C(=O)CC(Sc3ccccc3C(=O)O)C2=O)sc2c1CCCC2 (centres undefined)	-3	-1.7	8	2	-8	-13	4	17	-9	-7
CC(/C=N/NC(=O)c1cc(-c2ccc(Cl)cc2)nc2ccccc12)=C\c1ccco1	-2	-0.6	/	2	/	-3	-1	-11	-11	-5
COC(=O)CCCC(=O)N1CCCC(CNS(=O)(=O)c2ccc(OC)cc2)C1 (centres undefined)	0	-0.4	-12	-2	12	-4	0	12	-5	-4
COc1ccccc1/C=C/C(=O)OCC(=O)Nc1nnc(-c2ccccc2)o1	-2	/	-1	-2	1	-1	3	25	6	/
CC(NC(=O)C1CCCN(S(=O)(=O)N2CCOCC2)C1)c1ccccc1 (centres undefined)	-4	0.5	18	-6	-18	-11	0	-49	-9	-3
CN(C)CCCN(C(=O)c1ccc(C(=O)c2ccccc2)cc1)c1nc2cc3c(cc2s1)OCO3	10	-3.0	6	17	-6	-1	-2	32	8	1
Cc1ccc(Nc2nc(N)c([N+](=O)[O-])c(N3CCCC(C)C3)n2)cc1C (centres undefined)	-5	-0.7	-10	3	10	-26	-5	21	1	0
COc1ccc(N(Cc2cc(=O)[nH]c3ccccc23)C(=O)C(C)C)cc1	-7	-3.5	/	29	/	-6	1	52	2	-6
O=C(c1ccccc1Cl)N1CCC(N2CCC(C(=O)N3CCCC3)CC2)CC1	4	0.6	4	-3	-4	-5	-2	5	14	-3

(cont.)
Molecule	PKA-R2B act	C-LANA FP	SR-BI uptake up	NSD2 inh	SR-BI DiI inh	RTF Ca sens inh	DAGLB inhibitor	Arr AP2 block	PvdQ acylase	Keap1-Nrf2 PPI
Nc1nc(SCC(=O)c2c(N)n(C3CC3)c(=O)[nH]c2=O)n[nH]1	7	0.0	16	-1	-16	-1	-3	20	-2	-2
Nc1cc2c(cc1Br)-c1ccc(F)cc1C2=O	0	0.8	-22	0	22	5	22	12	-9	-1
CCCCCN(C(=O)CCC(=O)OCCOc1cccc(C)c1)c1c(N)n(CCCC)c(=O)[nH]c1=O	3	0.4	-33	1	33	1	1	20	0	-2
COC(=O)c1sccc1S(=O)(=O)Nc1ccc(Cl)cc1	-5	-0.3	-8	-2	8	-8	0	-3	-13	-6
CCCCn1nc(C(=O)N(C)CC(=O)Nc2cccc(F)c2)c2ccccc2c1=O	-8	-1.3	14	-2	-14	-1	0	-20	-6	-3
COc1ccc(/C=C/c2nc(N)nc(-c3ccccc3O)n2)cc1OC	-3	4.7	-50	-2	50	-9	-1	-3	-1	-3

One compound at a time (already shown):
`Nc1nc(SCC(=O)c2c(N)n(C3CC3)c(=O)[nH]c2=O)n[nH]1` in the list: PKA-R2B act = 7; C-LANA FP = 0.0; SR-BI uptake up = 16; NSD2 inh = -1; SR-BI DiI inh = -16; RTF Ca sens inh = -1; DAGLB inhibitor = -3; Arr AP2 block = 20; PvdQ acylase = -2; Keap1-Nrf2 PPI = -2
`CCCCn1nc(C(=O)N(C)CC(=O)Nc2cccc(F)c2)c2ccccc2c1=O` in the list: PKA-R2B act = -8; C-LANA FP = -1.3; SR-BI uptake up = 14; NSD2 inh = -2; SR-BI DiI inh = -14; RTF Ca sens inh = -1; DAGLB inhibitor = 0; Arr AP2 block = -20; PvdQ acylase = -6; Keap1-Nrf2 PPI = -3

Assay outcomes deposited in PubChem BioAssay by several laboratories.
